VLA-4 allo ag: enhancers of LDV-FITC binding to VLA-4 integrin, primary screen, Jurkat cells, flow cytometry | Integrin alpha-4 (Homo sapiens), P13612 | activation, % at 10 µM (by protocol) | 24,000 tested, under 10 active;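 active means fluorescent ligand binding to cells raised by more than 40% of the manganese-induced maximum; inconclusive means compound's own fluorescence above 85% of the ligand control signal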;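 further: 0% = ligand binding without compound and 100% = manganese-stimulated maximal binding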
Target sequence (P13612 whole entry, looked up): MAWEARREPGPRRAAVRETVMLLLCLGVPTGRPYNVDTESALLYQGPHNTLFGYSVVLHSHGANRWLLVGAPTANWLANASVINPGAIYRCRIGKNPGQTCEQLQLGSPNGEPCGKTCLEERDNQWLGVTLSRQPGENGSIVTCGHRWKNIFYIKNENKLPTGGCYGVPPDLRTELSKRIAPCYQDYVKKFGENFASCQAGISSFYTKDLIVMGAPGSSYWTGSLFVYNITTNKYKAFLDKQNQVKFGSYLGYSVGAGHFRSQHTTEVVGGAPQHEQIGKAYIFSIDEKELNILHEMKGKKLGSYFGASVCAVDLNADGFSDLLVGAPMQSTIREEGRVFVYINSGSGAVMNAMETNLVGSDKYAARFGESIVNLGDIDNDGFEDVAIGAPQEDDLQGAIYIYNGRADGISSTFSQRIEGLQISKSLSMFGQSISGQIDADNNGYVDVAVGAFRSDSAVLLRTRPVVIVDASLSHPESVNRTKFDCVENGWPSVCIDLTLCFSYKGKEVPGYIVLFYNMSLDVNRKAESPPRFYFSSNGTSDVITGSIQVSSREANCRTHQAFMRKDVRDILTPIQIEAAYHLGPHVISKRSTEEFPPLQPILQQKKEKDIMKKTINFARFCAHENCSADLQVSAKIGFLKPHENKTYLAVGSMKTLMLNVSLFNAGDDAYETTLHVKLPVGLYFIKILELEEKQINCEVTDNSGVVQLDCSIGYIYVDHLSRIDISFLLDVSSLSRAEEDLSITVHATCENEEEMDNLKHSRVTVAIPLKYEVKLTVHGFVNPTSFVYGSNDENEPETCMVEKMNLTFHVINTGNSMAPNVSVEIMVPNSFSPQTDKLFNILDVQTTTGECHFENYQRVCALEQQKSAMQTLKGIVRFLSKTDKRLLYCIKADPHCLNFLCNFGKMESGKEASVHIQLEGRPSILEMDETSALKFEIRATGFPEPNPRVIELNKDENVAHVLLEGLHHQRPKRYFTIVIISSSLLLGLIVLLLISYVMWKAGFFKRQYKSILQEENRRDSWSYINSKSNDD
Jurkat autofluor: compound autofluorescence on Jurkat cells, primary screen, artefact control for VLA-4 allosteric ligand project, cell-based, flow cytometry. stronger effect = higher value; 1 = vehicle-only cell background. 24,000 tested, 0.61% active. fluorescence ratio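 (tested at 10 µM compound in the well)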;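 active means fluorescence ratio above 2.44, which is 1 plus 3 SD of all ratios; inconclusive means signal too bright to measure linearly, ratio around 10 or more; inactive means fluorescence ratio below 2.44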;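 further: green fluorescence of cells measured with 488 nm excitation and 530 nm emission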
Prostate diff: activators of LNCaP prostate cell differentiation, primary screen, flow cytometry side scatter | 4 d | side scatter shift, % at 10 µM | 24,000 tested, 0.56% active | AID 795, 2007;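 active means side scatter shift above 30%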;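 further: androgen-responsive LNCaP prostate cancer cells in charcoal-stripped serum medium; percent of cells past a gate set so DMSO wells show 10% shift; higher shift means more granular cells and more differentiation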
VLA-4 antagonist: inhibitors of LDV-FITC binding to Mn2+-activated VLA-4, primary screen, Jurkat cells | LDV-FITC binding with Mn2+, flow cytometry; 100% = Mn2+-driven binding gain fully reversed | 24,000 tested, 0.2% active | inhibition, % at 10 µM (by protocol) | Integrin alpha-4 (Homo sapiens), P13612 | AID 529, 2006;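 active means inhibition above 50%; inconclusive means compound itself fluorescent, judged against control cell fluorescence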;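 further: 0% = Mn2+ stimulated cells lacking compound and 100% = ligand binding without Mn2+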
Active calls of the source: *; ? = inconclusive.

Jurkat autofluor,mol,VLA-4 allo ag,VLA-4 antagonist,Prostate diff
0.99,CCOC(=O)c1ccccc1NC(=O)CSc1nc2c(c(=O)n(C)c(=O)n2C)n1C,7,0,7
1,O=C(NCCN1CCOCC1)c1ccc2c(c1)N(Cc1ccccc1)C(=O)CS2,0,5,8
1,CCSc1oc(-c2cccs2)nc1S(=O)(=O)c1ccccc1,-3,3,0
1.1,COc1ccc(-n2nnc3c(=O)n(CC(=O)N4CCCC4)cnc32)cc1,-5,8,9
1.1,COc1ccc(CNC(=O)C2CSC(=O)C2)cc1 (configuration not stated),-6,-31,14
1,C/C=C/COC(=O)c1[nH]c2c(c1C)C(=O)CC(c1ccco1)C2 (configuration not stated),11,-22,9
1.1,N#CCSc1nc2ccc(N3CCCCC3)cc2c(=O)n1Cc1ccccc1,-3,-2,2
1,COCCNC(=O)c1ccc(CS(=O)(=O)c2c(Cl)cccc2Cl)o1,-1,-11,4
1,CCOC(=O)CSc1nc2cccnc2n1-c1ccc(F)cc1,4,-8,6
1.5,CCn1c(C)cc(=S)c2ccccc21,-1,5,4
0.99,CCOC(=O)N1CCN(C(=O)CCc2nc3sc4c(c3c(=O)[nH]2)CCCC4)CC1,3,-8,10
1.1,Cc1cc(=O)n(-c2ccc(O)cc2)[nH]1,4,-23,20
1.1,Cc1nc2nc(C)c(CCC(=O)NCCC3=CCCCC3)c(C)n2n1,-7,17,7
1.1,CCOC(=O)C(NS(=O)(=O)c1ccc(Br)cc1)C(C)C (configuration not stated),?,?,7
1.1,Cc1cc(NC(=O)c2noc3c2CCCCC3)no1,-2,5,10
1,CN(C)c1ccc(NC(=O)Cn2c(=O)n(Cc3ccccc3)c(=O)c3ccccc32)cc1,-7,15,3
1,O=C1CN(C(=O)c2ccco2)C(c2ccccc2)c2cc(Cl)ccc2N1 (configuration not stated),-2,6,20
1.1,CCOC(=O)N1CCC(N2Cc3cccc(C(=O)NCc4ccccc4OC)c3C2=O)CC1,-2,21,1
1.5,COc1cccc(CN=CC2=C(O)CC(C)(C)CC2=O)c1OC,?,?,2
0.97,Cc1[nH]n2c(=O)cc(Cc3ccccc3)nc2c1C#N,2,2,5
0.98,CCn1c(Cc2ccccc2)nnc1SCC(=O)Nc1ccc(N2CCOCC2)c(Cl)c1,-3,-8,9
1.1,CNC(=O)OC(C)CNS(=O)(=O)c1ccc(C)cc1 (configuration not stated),2,-2,10
1,O=C(CSc1nc2ccccc2o1)NC(=O)NCc1ccco1,1,-12,8
1,CC1CCN(CCNC(=O)c2ccc(NC(=O)C3CCCO3)cc2)CC1 (configuration not stated),-4,0,3
1.1,O=C(O)CCc1ccc(-c2cccs2)o1,2,-12,4
0.96,C=CCN(CC=C)C(=O)CN1C(=O)c2ccccc2C1=O,-5,-1,6
1.1,CN1c2ccccc2C(C)(C)C12CCCC(=O)N2 (configuration not stated),2,3,8
1.1,O=C(Nc1ccc(Cl)cn1)Nc1cccs1,-6,-7,5
1,c1ccc(Cn2nnc3c(N4CCC5(CC4)OCCO5)ncnc32)cc1,0,-12,13
1.2,Cn1c(C(=O)NCCCN2CCCC2=O)cc2c(=O)n3ccccc3nc21,-4,1,7
1.1,COCC(=O)NCc1nc2ccccc2[nH]1,3,3,4
1.1,CCOC(=O)N1CCC(NC(=O)c2cc(C(=O)Nc3ccc(OCC)cc3)ccc2CO)CC1,-12,-8,21
1.1,CC(NC(=O)c1cccnc1)C(=O)N1CCCCC1 (configuration not stated),0,12,6
1.1,Cc1ccc(CCNC(=O)CCNS(=O)(=O)c2ccc3c(c2)oc(=O)n3C)cc1,-1,7,10
0.96,Cc1cc(/N=C/N(C)C)on1,-4,-2,7
1.1,COCCOC(=O)C1=C(C)N=c2s/c(=C\c3cccs3)c(=O)n2C1c1cccs1 (configuration not stated),-12,-2,17
1,CCc1ccc(NC(=O)N(CCN2CCOCC2)C2CCN(C(C)=O)CC2)cc1,-3,2,0
1.1,Cn1c(=O)cc(SCC(=O)NCCN2CCN(c3ccccc3F)CC2)c2cc(Cl)ccc21,-5,32,23
0.99,Cc1c(C(=O)N2CCCC2)sc(NC(=O)c2cccs2)c1C#N,2,-10,12
1,CCc1nnc(NC(=O)c2cc3ccccc3oc2=O)s1,6,-11,4
1.2,CCCc1cc(C(=O)Nc2sc3c(c2C#N)CCC3)no1,4,3,9
1.1,COc1ccc(CCNC(=O)c2cnc3scc(C)n3c2=O)cc1OC,2,-16,5
1.1,CCOC(=O)N1CCN(C(=O)CCn2nc(-c3ccccc3)ccc2=O)CC1,0,-5,5
1.1,CCOC(=O)CCn1c2nc(C)cc(C)c2c(=O)n1-c1ccccc1,-11,-2,19
1.1,O=C(c1ccc(S(=O)(=O)N2CCOCC2)cc1)N(c1ccc(F)cc1)C1C=CS(=O)(=O)C1 (configuration not stated),0,-9,7
1.1,CC(=O)c1coc2ccc(OCC(=O)O)cc12,10,-25,6
0.98,CC1=C(C(=O)N2CCCCC2)C2(CCC(C)CC2)OC1=O (configuration not stated),3,2,4
1.1,CC(=O)NCCn1ccc2ccccc21,-3,-4,7

In another format: results already given.
Jurkat autofluor | VLA-4 allo ag | VLA-4 antagonist | Prostate diff | molecule
1.1 | -11 | -2 | 19 | CCOC(=O)CCn1c2nc(C)cc(C)c2c(=O)n1-c1ccccc1
1.1 | 0 | -9 | 7 | O=C(c1ccc(S(=O)(=O)N2CCOCC2)cc1)N(c1ccc(F)cc1)C1C=CS(=O)(=O)C1 (configuration not stated)
1.1 | 10 | -25 | 6 | CC(=O)c1coc2ccc(OCC(=O)O)cc12
0.98 | 3 | 2 | 4 | CC1=C(C(=O)N2CCCCC2)C2(CCC(C)CC2)OC1=O (configuration not stated)
1.1 | -3 | -4 | 7 | CC(=O)NCCn1ccc2ccccc21

New compounds follow.
Jurkat autofluor,mol,VLA-4 allo ag,VLA-4 antagonist,Prostate diff
0.95,COc1ccc(C2C(C(=O)NCCN3CCOCC3)c3ccccc3C(=O)N2C)cc1OC (configuration not stated),5,-2,1
0.99,Cc1nc(-c2cccc(N)c2)cs1,-5,-8,0
1.1,COC(=O)c1cc2occc2n1Cc1c(F)cccc1Cl,-12,17,5
1,COCCCNC(=O)CSc1nc2ccccc2c(=O)n1CCCC(=O)NCC1CCCO1 (configuration not stated),-7,-1,1
1,CCN(CC)S(=O)(=O)c1ccc(N2CCCC2)c(C(=O)OCC(=O)/C(C#N)=C(\C)N)c1,-3,-10,2
1.1,CCOC(=O)C1CCCN(C(=O)c2cc3c(C)nc4ccccc4c3o2)C1 (configuration not stated),-6,-2,6
1.1,Cc1cccc(NC(=O)Cn2cccc2)c1,7,-24,3
1.4,O=C(c1ccccc1Cl)N1CCC(c2nc3c(nnn3Cc3ccco3)c(=O)[nH]2)CC1,-12,18,12

Two successive compounds out of the list so far, quoted:
Jurkat autofluor,mol,VLA-4 allo ag,VLA-4 antagonist,Prostate diff
0.95,COc1ccc(C2C(C(=O)NCCN3CCOCC3)c3ccccc3C(=O)N2C)cc1OC (configuration not stated),5,-2,1
0.99,Cc1nc(-c2cccc(N)c2)cs1,-5,-8,0

Next part.
Jurkat autofluor,mol,VLA-4 allo ag,VLA-4 antagonist,Prostate diff
1,CCCN1CCN(C(=O)Cn2c(=O)oc3cc(S(=O)(=O)NCc4ccccc4)ccc32)CC1,1,-4,6
1.2,O=C(NCCCN1CCN(c2ccccc2F)CC1)C1CCN(S(=O)(=O)c2cccs2)CC1,?,?,2
0.92,NC(=O)CSC1=Nc2ccccc2C2=NC(CCC(=O)NCc3ccc(F)cc3)C(=O)N12 (configuration not stated),2,0,0
1,Cc1nn(-c2ccccc2)c2sc(C(=O)NCCN3CCOCC3)cc12,-18,21,14
0.99,Cc1ccc2nc(NC(=O)CN(C)S(=O)(=O)c3ccc(Br)s3)sc2c1,-7,12,6
1.1,CCCS(=O)(=O)N1CCN(CC2CC3C=CC2C3)CC1 (configuration not stated),0,1,17
1.1,CNC(=O)CN(c1ccc(C(C)C)cc1)S(C)(=O)=O,-7,-2,4
1.1,C=CCN1C(=Nc2cccnc2)SCC1(O)c1ccc(C)cc1 (configuration not stated),-1,-14,16
0.97,COc1ccc(C(=O)c2ccc(N(C)C)cc2)c(OC)c1,-2,-1,13
1.2,Cc1cccn2c(=O)c(C=Nc3ccccc3)c(NCc3ccco3)nc12,?,?,6
1,CC(=O)Nc1ccc(S(=O)(=O)N2CCSC2C(=O)O)cc1 (configuration not stated),0,-5,4
1.1,CCOC(=O)C1CCCN(c2c(N3CCN(C4CCCCC4)CC3)c(=O)c2=O)C1 (configuration not stated),1,4,8
1,COC(=O)c1[nH]c2c(c1C)C(=O)CC(c1cccs1)C2 (configuration not stated),10,-24,15
1.1,CCCS(=O)(=O)N1CCC(C(=O)NCc2ccccc2Cl)CC1,2,1,9
1,Cn1cccc1Cc1nnc(SCC(=O)NCC2CCCO2)n1-c1ccc(F)cc1 (configuration not stated),2,-1,4
1.1,COc1cccc(C2C(C(=O)OC(C)C)=C(C)Nc3ncnn32)c1 (configuration not stated),0,-10,12
1.1,CCOC(=O)C1CCN(C(C(=O)Nc2ccc3c(c2)OCCO3)c2ccccc2)CC1 (configuration not stated),-24,4,11
1,Cc1ccc(C(C)C)c(OCCn2c(=O)oc3ccccc32)c1,-2,1,8
1.4,Cc1ccc(C)c(S(=O)(=O)C(C#N)c2nc3ccccc3nc2N2CC(C)OC(C)C2)c1 (configuration not stated),?,?,3
1.1,CC1C=CCC2C(=O)N(c3cccc(C(=O)N4CCN(c5ccc(F)cc5)CC4)c3)C(=O)C12 (configuration not stated),6,-3,9
1.1,COc1cccc(-n2c(C)nc3c(cnn3-c3ccc(Cl)cc3)c2=O)c1,-1,-2,10
1.2,CCN(CC)S(=O)(=O)c1ccc2oc(C(=O)N3CCCCCC3)c(C)c2c1,?,?,7
1,COc1ccc(-c2cc(C(=O)NCCc3ccccc3)no2)cc1OC,0,-7,7
1.1,CCOc1ccc(C(=O)Nc2c(C(N)=O)oc3ccccc23)cc1,-3,-3,12
1,Cc1ccc(Cn2ccc(NC(=O)c3cc(-c4cccs4)on3)n2)cc1,-8,-3,5
1,O=c1c2cc(N3CCOCC3)ccc2[nH]c(=S)n1CCN1CCCC1,0,-3,2
1,CC1CCCC(C(=O)OCc2ccccc2)N1 (configuration not stated),4,-2,4
0.95,N#Cc1nc(COc2ccc(Br)cc2)oc1N1CCCC1,-8,-7,15
1.2,Cc1sc2nc(SCC(=O)Nc3c(C)n(C)n(-c4ccccc4)c3=O)n(C)c(=O)c2c1C,4,-8,6
1.1,CCCC(=O)NC(C)C(c1cccs1)N1CCN(c2ccccc2)CC1 (configuration not stated),-2,11,16
1.1,COc1ccccc1C(=O)N1CCN=C1SCc1cccnc1,2,-10,14
1.1,CCCS(=O)(=O)N1CCCC(C(=O)NCCCN2CCN(c3ccc(F)cc3)CC2)C1 (configuration not stated),-4,?,6
1,COc1ccc(CNC(=O)c2ccc(CN3CCOCC3)cc2)cc1,-3,-2,10
1.2,CC(=O)N1CCc2cc(S(=O)(=O)NCCC(=O)NC3CCN(Cc4ccccc4)CC3)ccc21,-3,13,11
1.1,O=c1c2ccccc2nc(SCc2nnc(-c3ccccc3Br)o2)n1-c1ccccc1,7,-16,9
0.96,O=C(CN(C1CCCCC1)S(=O)(=O)c1ccccc1)NCc1cccnc1,1,-9,8
0.87,COCCCNC(=O)C1CC(=O)N(Cc2ccc(OC)cc2)C1 (configuration not stated),2,21,7
1,CCOC(=O)N1CCC(NS(=O)(=O)c2ccc3c(c2)CCN3C(C)=O)CC1,-4,-7,1

Screening data from PubChem.

A portion of the library (hit frequency here may not be typical).
